HT1080-NT tox = kills 2HG-producing HT-1080-NT fibrosarcoma cells. HT-1080-NT fibrosarcoma viability, CellTiter-Glo ATP luminescence, 48 h. Potency, µM (series often up to 46.1 µM), without a hit: at the top dose activity, negative = less viability, actives largely listed as cytotoxic. 360,000 compounds, 1.6% hits;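 also: NT is the 2HG producing partner of a matched IDH1 knockdown line; potency is read from the fitted curve at half-maximal effect; 0% = DMSO-treated cells and -100% = media-only wells without cells; nearly all actives have a fitted effect of over 55% in size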
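Toxicity toward the 2HG-producing NT line was scored as %Activity, normalised to DMSO and no-cell wells, from CellTiter-Glo luminescence after 48 hours' treatment.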
DRD3 agonist = agonists of human D3 dopamine receptor | D3R DiscoveRx beta-arrestin cells, luminescence, 90 min | max activation, % | 410,000 compounds, 0.58% hits | P35462; in the data active = max activation above about 30%; also: 0% is about no effect; mostly tested at two doses, the higher about 12 µM
Target sequence (P35462 whole entry, looked up): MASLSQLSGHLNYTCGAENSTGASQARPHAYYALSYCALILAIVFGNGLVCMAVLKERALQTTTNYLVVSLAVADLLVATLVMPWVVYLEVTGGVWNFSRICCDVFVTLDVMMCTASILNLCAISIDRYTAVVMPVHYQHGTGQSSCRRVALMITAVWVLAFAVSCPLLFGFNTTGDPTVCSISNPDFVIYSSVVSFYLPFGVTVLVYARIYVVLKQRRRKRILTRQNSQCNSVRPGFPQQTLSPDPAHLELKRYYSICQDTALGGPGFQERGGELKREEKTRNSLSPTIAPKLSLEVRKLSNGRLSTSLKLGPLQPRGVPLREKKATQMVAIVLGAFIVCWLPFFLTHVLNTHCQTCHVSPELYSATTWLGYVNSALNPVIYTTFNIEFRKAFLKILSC
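Agonist mode: compounds and dopamine controls were applied to plated cells for 90 min at 37 degrees C after an overnight attachment at 1500 cells/well. Luminescent read-out followed 30 - 60 minutes at room temperature with DiscoveRx detection reagent.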
KB-3-1 tox = kills parental KB-3-1 adenocarcinoma cells; KB-3-1 viability, CellTiter-Glo ATP luminescence, 72 h; Potency, µM (doses to about 46.1 µM), without a hit: at the top dose activity change, negative = cytotoxic, hits mostly cytotoxic; 400,000 compounds, 1.4% hits; also: potency is read from the fitted curve at half-maximal effect; % is scaled to controls: 0 for no effect and ±100 for the full control effect; nearly all actives have a fitted effect of over 60% in size
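Using CellTiter-Glo luminescence, growth of non-resistant KB-3-1 adenocarcinoma cells is assessed 72 h after pin-tool compound addition at 37 °C. Normalized responses across the concentration series yield fitted curves.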
KB-V1 MDR tox = KB-V1 MDR subline cytotoxicity; KB-V1 MDR cells viability, CellTiter-Glo, 72 h; Potency, µM (highest dose often 46.1 µM), without a hit: top-dose activity change, negative = cytotoxicity, actives largely listed as cytotoxic; 400,000 compounds, 3.4% hits; also: potency is read from the fitted curve at half-maximal effect; % is scaled to controls: 0 for no effect and ±100 for the full control effect; nearly all actives have a fitted effect of over 60% in size
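KB-V1, DMEM (no phenol red) + 10% FBS; cpd pin-transferred, titration series; 72 h, 37 degrees C; CellTiter-Glo, luminescence. Data normalized, curve-fit.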
GLP1R cytotox = cytotoxicity in counter-screen for GLP-1R inverse agonists | HEK293 cAMP-luciferase reporter cells, luminescence, 24 h | Potency, µM (titrated, usually from 38.3 µM), without a hit: at the highest dose activity change, negative = inhibition, usual class: inhibitors | 410,000 compounds, 0.13% hits;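 also: loss of luciferase light is scored as toxicity; potency is read from the fitted curve at half-maximal effect; % is scaled to controls: 0 for no effect and ±100 for the full control effect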
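1536-well qHTS counterscreen of the MLSMR; 200 cells/uL, 12 h pre-incubation, 23 nL cpd, 24 h at 37 deg C 5% CO2, luciferase detection reagent, 12 min RT, luminescence. Inhibition = undesired.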
MCF10A rereplic = induces DNA re-replication in MCF 10a normal breast cells; MCF 10A DNA re-replication, Hoechst nuclear intensity, 48 h; Potency, µM (titrated, usually from 46.1 µM), inactives show top-dose activity, positive = re-replication, hits mostly activators; 350,000 compounds, 2.9% hits; AID 624296; also: potency is read from the fitted curve at half-maximal effect; % of control where 0% means no effect; nearly all actives have a fitted effect of over 50% in size
SW480 rerep = DNA re-replication induction in SW480 cells; SW480 DNA re-replication, Hoechst DNA content imaging, 48 h; Potency, µM (titrated, usually from 46.1 µM), for inactives: top-dose re-replication activation, hits mostly activators; 340,000 compounds, 1.8% hits; AID 624297; also: potency is read from the fitted curve at half-maximal effect; % of control where 0% means no effect; nearly all actives have a fitted effect of over 55% in size
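Image-based DNA-content assay: after two days of treatment, nuclei were labelled with the DNA dye Hoechst and imaged, and hits were compounds raising the count of nuclei showing high fluorescence intensity.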
HT1080 IDH1KD tx = HT-1080 IDH1 knockdown cell toxicity (counter line); HT-1080 IDH1 knockdown viability, ATP luminescence, 48 h; Potency, µM (titrated, usually from 46.1 µM), for the others: at the top dose activity, negative = toxicity, most hits filed as cytotoxic; 360,000 compounds, 2% hits; AID 686971;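 also: potency is read from the fitted curve at half-maximal effect; 0% = DMSO wells and -100% = cell-free medium wells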
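IDH1KD HT-1080 cells, 750/well, RPMI + 5% FBS; compound pinned after 2 h settling; 48 h, 37 °C; CellTiter-Glo luminescence; % activity normalised to DMSO and no-cell wells; curves fitted, classed by r2 and efficacy.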
IL1B secr inh = inhibitors of inflammasome signaling (IL-1 beta secretion). THP-1 LPS/ATP IL-1B secretion, AlphaLISA, 16 h; hits give low values. activity change, % at 57.5 µM. 360,000 compounds, 4.7% hits; in the data active = activity change below about -50%; inconclusive = mostly about -30% to -49%; also: % is scaled to controls: 0 for no effect and ±100 for the full control effect
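THP-1 cells pretreated 1 hr with compounds (up to 57.5 uM final), then stimulated with LPS (250 ng/mL final) plus ATP (1.25 mM final); secreted IL-1B measured by AlphaLISA after 16 hr, decreased signal indicating inhibition.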
* marks the source's active call; other numbers are inactive results; ? = inconclusive; nt = not tested or not shown; [ ] = dose if it differs, or a comment. Unless noted, calls follow the shape of the dose curve; as a rule, active = well fitted curve in the direction sought with a large enough effect; inconclusive = small, poorly fitted or top-dose-only effect, or another doubt; inactive = no such curve, though single readings can be large; an effect the other way counts as inactive or inconclusive.

1) O=C(NCCc1ccccc1)c1ccc(=O)[nH]c1
2) O=C(C1=C[C@@H](C2CC2)C[C@@H](OCCCCO)O1)N1CCN(Cc2ccc3c(c2)OCO3)CC1
3) CC(=O)c1ccc(NC(=O)CN2C(=O)COc3ccc(Cl)cc32)cc1
4) CC(C(=O)NC1CCCC1)N1CCN(Cc2ccccc2)CC1 (stereo not given)
5) Cc1ccc(Cl)cc1N1CCN(C(=O)c2cc3c(=O)n(C)c4ccccc4c3n2C)CC1
6) Cc1nc(Nc2ccc(Cl)cc2)c2nnn(Cc3ccccc3)c2n1

assay / compound	1	2	3	4	5	6
HT1080-NT tox	16.8%	11.3%	7.5%	16.5%	2.1%	-25.2%
DRD3 agonist	4.5	-32.1	2.7	-21.0	5.7	0.6
KB-3-1 tox	-5.6%	10.2%	-2.6%	-5.7%	?	-11.3%
KB-V1 MDR tox	0.1%	4.2%	1.6%	11.7%	2.59µM*	?
GLP1R cytotox	?	-2.3%	-12.5%	-13.9%	-0.8%	-3.5%
MCF10A rereplic	0.9%	8.8%	1.1%	0.1%	-3.9%	23.1µM*
SW480 rerep	-5.0%[9.22 µM]	-16.4%	-3.5%	0.1%	-6.4%	11.3%
HT1080 IDH1KD tx	5.7%	-2.2%	13.6%	5.3%	5.5%	-16.2%
IL1B secr inh	22.3	-24.0	?	7.2	56.2	-0.6

7) Cc1ccc(C)c(NC(=S)NC(NC(=O)Cc2ccccc2)C(Cl)(Cl)Cl)c1 (stereo not given)
8) COc1ccc(C)cc1NC(=O)c1cc(S(=O)(=O)N2CCCCC2)ccc1N1CCOCC1
9) COc1cc(C(=O)NCCC(=O)NCCN2CCOCC2)cc(OC)c1OC
10) CCSc1nnc(NC(=O)C(Cc2ccccc2)n2cccc2)s1 (stereo not given)
11) Cc1ccc(-c2nnn(CC(=O)N(Cc3ccccc3)C(C(=O)NC3CCCC3)c3ccncc3)n2)o1 (stereo not given)
12) Cc1ccc2c(CC(=O)NNC(=O)c3ccncc3)coc2c1

assay / compound	7	8	9	10	11	12
HT1080-NT tox	?	-12.4%	6.9%	9.3%	1.6%	-2.5%
DRD3 agonist	-14.7	-2.5	-17.4	-2.5	-17.9	8.6
KB-3-1 tox	-13.3%	-17.4%	0.6%	-11.2%	17.2%	-0.8%
KB-V1 MDR tox	?	-14.0%	?	5.5%	20.6µM*	11.3%
GLP1R cytotox	10.5%	2.7%	13.5%	7.0%	1.4%	-9.8%
MCF10A rereplic	-2.6%	-1.7%	-22.2%	0.3%	?	11.1%
SW480 rerep	19.9%	16.4%	0.7%	-2.2%	-0.4%	-8.7%
HT1080 IDH1KD tx	?	-25.8%	-6.5%	5.9%	?	0.2%
IL1B secr inh	3.5	?	-3.6	-12.1	0.0	-0.8

13) Cc1ccnc(NS(=O)(=O)c2ccc(NC(=O)c3nc(SC(C)C)ncc3Cl)cc2)n1
14) O=C(C1CCN(S(=O)(=O)c2cnc[nH]2)CC1)N(CCc1ccccc1)Cc1ccccc1
15) O=C(NCc1ccccc1Cl)c1ccc(NC2=NC3CS(=O)(=O)CC3S2)cc1 (stereo not given)
16) CC1CCCC(NS(=O)(=O)c2cc3c(cc2Cl)NC(=O)CO3)C1C (stereo not given)
17) Cc1ccc(CNS(=O)(=O)c2c(C(=O)N3CCCCC3)c(C)n(C)c2C)o1
18) CCn1ncc(NC(=S)NCCc2ccccc2)c1C(N)=O

assay / compound	13	14	15	16	17	18
HT1080-NT tox	nt	-0.8%	-0.6%	-22.1%	9.7%	8.9%
DRD3 agonist	4.2	-0.4	1.0	-3.5	4.2	-8.1
KB-3-1 tox	-21.8%	6.4%	0.0%	-14.9%	0.4%	7.0%
KB-V1 MDR tox	-1.3%	?	-0.8%	-2.5%	-16.7%	8.5%
GLP1R cytotox	-8.8%	4.9%	4.2%	-8.0%	-1.4%	-6.4%
MCF10A rereplic	nt	-0.1%	-1.1%	-1.1%	?	-2.0%
SW480 rerep	nt	1.2%	-0.2%	-3.9%	3.8%	1.2%
HT1080 IDH1KD tx	nt	-0.5%	-3.7%	-14.7%	18.6%	-0.4%
IL1B secr inh	nt	20.1	-25.7	19.3	-10.4	43.3

19) CC(=O)NCCNC(=O)C1(C)Cc2c(-c3cccc(C(F)(F)F)c3)ccnc2O1 (stereo not given)
20) CCSc1n[nH]c(=O)[nH]c1=O
21) COc1ccc(SCCN2CCN(CC(C)C)CCC2=O)cc1
22) CCC(=O)Nc1ccc(NC(=S)NC(=O)c2cc3ccccc3o2)cc1
23) CC(=O)NC(CCCCNC(=S)NC1CCCCC1)C(=O)O (stereo not given)
24) CC(C)CC(=O)NCC(c1ccc2c(c1)OCO2)N1CCN(c2ccccc2)CC1 (stereo not given)

assay / compound	19	20	21	22	23	24
HT1080-NT tox	4.4%	0.6%	-1.2%	-0.6%	26.1%	nt
DRD3 agonist	1.6	1.4	-24.6	-2.0	-21.1	-19.0
KB-3-1 tox	0.0%	-3.3%	?	17.0%	2.8%	-3.1%
KB-V1 MDR tox	-1.9%	-1.1%	-2.1%	0.9%	-0.1%	11.7%
GLP1R cytotox	-0.3%	-4.1%	1.3%	-18.7%	-2.5%	5.9%
MCF10A rereplic	nt	25.8%	-31.8%[inhibitor]	?	-3.2%	nt
SW480 rerep	nt	-3.2%	?	4.1%	-8.7%	nt
HT1080 IDH1KD tx	5.5%	-2.6%	-5.6%	5.1%	21.9%	nt
IL1B secr inh	22.5	17.5	46.6	-7.8	0.0	nt

25) COc1ccc(NC(=O)c2ccc(S(=O)(=O)N3CC(C)OC(C)C3)cc2)cc1 (stereo not given)
26) CCCCS(=O)(=O)N1CCCC(C(=O)NCC2CCCO2)C1 (stereo not given)
27) Cc1cc(NC(=O)CCC(=O)N(CC(=O)NC2CCCC2)c2ccc(F)c(Cl)c2)no1
28) CC(C)c1ccc(NC2CCCN(C(=O)c3ccc(N4CCOCC4)cc3)C2)cc1 (stereo not given)
29) Cc1noc(C)c1COC(=O)CCc1nc2ccccc2c(=O)[nH]1
30) N#C/C(=C\c1ccccn1)c1nc2ccccc2s1

assay / compound	25	26	27	28	29	30
HT1080-NT tox	-0.6%	6.5%	-7.8%	-9.5%	1.8%	?
DRD3 agonist	-5.2	0.1	-2.8	2.8	9.8	-0.5
KB-3-1 tox	-19.3%	5.2%	-6.8%	-6.1%	17.6%	-2.2%
KB-V1 MDR tox	-7.1%	-2.3%	0.0%	?	6.6%	?
GLP1R cytotox	0.1%	8.7%	3.5%	9.5%	-4.0%	78.9%[activator]
MCF10A rereplic	-0.2%	?	-13.2%	12.5%	-5.4%	14.6µM*
SW480 rerep	-5.3%	-0.2%	-4.7%	-1.3%	-3.8%	16.4µM*
HT1080 IDH1KD tx	2.1%	0.8%	-1.9%	-12.8%	6.9%	-27.7%
IL1B secr inh	0.0	-4.3	1.7	-5.9	15.0	-85.2*

Gathered by group: the entries above with fluorine.
19) CC(=O)NCCNC(=O)C1(C)Cc2c(-c3cccc(C(F)(F)F)c3)ccnc2O1 (stereo not given)
27) Cc1cc(NC(=O)CCC(=O)N(CC(=O)NC2CCCC2)c2ccc(F)c(Cl)c2)no1

assay / compound	19	27
HT1080-NT tox	4.4%	-7.8%
DRD3 agonist	1.6	-2.8
KB-3-1 tox	0.0%	-6.8%
KB-V1 MDR tox	-1.9%	0.0%
GLP1R cytotox	-0.3%	3.5%
MCF10A rereplic	nt	-13.2%
SW480 rerep	nt	-4.7%
HT1080 IDH1KD tx	5.5%	-1.9%
IL1B secr inh	22.5	1.7

(more compounds)
31) C=CCn1c(=NC(=O)c2cc(Cl)sc2Cl)sc2cc(S(N)(=O)=O)ccc21
32) COc1cc(/C=N/NC(=O)c2cccc([N+](=O)[O-])c2)cc(OC)c1O
33) O=C(COc1coc(CN2CCCc3ccccc32)cc1=O)Nc1ccccc1
34) CC(=O)Nc1ccc(N2C(=O)c3cccc(NC(C)=O)c3C2=O)cc1
35) COc1ccc2c(c1)[nH]c1c(=O)n(CCN3CCCC3)cnc12
36) Cc1oc(-c2ccc(Cl)cc2)nc1CN1CCCC(C(=O)N2CCN(C(=O)c3ccco3)CC2)C1 (stereo not given)

assay / compound	31	32	33	34	35	36
HT1080-NT tox	?	-0.6%	-0.9%	5.5%	-0.4%	-20.8%
DRD3 agonist	-3.8	1.7	2.9	0.4	-4.2	0.9
KB-3-1 tox	-1.3%	3.1%	2.2%	23.6%	9.9%	?
KB-V1 MDR tox	?	15.7%	13.9%	4.5%	0.0%	-7.4%
GLP1R cytotox	0.8%	3.0%	-0.6%	-2.1%	9.4%	-1.4%
MCF10A rereplic	20.6µM*	-3.2%	12.0%	-5.6%	-0.5%	12.6%
SW480 rerep	3.9%	2.8%	8.2%	-12.5%	-2.9%	2.3%
HT1080 IDH1KD tx	?	-0.4%	6.1%	4.4%	2.7%	-28.3%
IL1B secr inh	-4.9	-4.0	-11.0	26.7	12.2	-13.7

37) Cc1nc(-c2ccc(NC(=O)c3cccs3)cc2)cs1
38) O=C(C1CCCN(S(=O)(=O)c2cccc3cccnc23)C1)N1CCc2ccccc21 (stereo not given)
39) O=C(NCCc1ccccc1)c1nnc(Cc2cccc(F)c2)o1
40) CC(/C=C/c1ccc(N(C)C)cc1)=N/N=C1/NC(=O)CC(C(=O)Nc2ccc(Cl)cc2)S1 (stereo not given)

assay / compound	37	38	39	40
HT1080-NT tox	-26.4%	-18.2%	nt	?
DRD3 agonist	-3.0	-11.4	-11.2	-7.2
KB-3-1 tox	?	0.0%	-10.3%	-0.7%
KB-V1 MDR tox	0.0%	?	2.4%	-19.9%
GLP1R cytotox	-14.4%	-17.9%	4.6%	107.1%[activator]
MCF10A rereplic	-2.7%	?	nt	6.51µM*
SW480 rerep	1.7%	?	nt	20.6µM*
HT1080 IDH1KD tx	-28.6%	0.0%	nt	16.4µM*
IL1B secr inh	-12.4	33.2	nt	-5.9

Bioassay records (PubChem BioAssay)
